Source: PubChem BioAssay (Southern Research Specialized Biocontainment Screening Center)
PhoP GFP inhibition: PhoP regulon inhibitors, Salmonella typhi PhoP promoter GFP reporter, confirmatory (AID 1850). Salmonella Typhi PhoP-promoter GFP reporter, fluorescence, 4 h; higher % means a stronger effect. inhibition, % at 50 µM, or IC50 in µM where a hit was titrated. 310,000 tested, 0.33% active; in the data active = a potency from the dose series; inconclusive = inhibition mostly from about 25% at the one dose, without a potency; inactive = the rest, 99 in 100 with inhibition below about 19%;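 also: 0% = induced wells with vehicle and 100% = uninduced wells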
M. tuberculosis HTS: M. tuberculosis growth inhibition, HTS (AID 449762) | M. tuberculosis H37Rv growth inhibition, 7H9 media; higher % means a stronger effect | inhibition, % at 25 µM, or IC50 in µM where a hit was titrated | 330,000 tested, 0.59% active; in the data active = a potency from the dose series; inconclusive = inhibition above about 70% without an active follow-up result;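 also: bacterial growth assessed after seven days of incubation; strong numbers were not always called active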
influenza NS1A: NS1A inhibition, H1N1 influenza, cell based functional assay (AID 504329). NS1A functional cell-based assay, percent inhibition; higher % means a stronger effect. one-dose inhibition, % at 12.5 µM; IC50 in µM for titrated hits. 340,000 tested, 0.3% active; in the data active = a potency from the dose series; inconclusive = inhibition above about 27% without an active follow-up result; also: strong numbers were not always called active
tuberculosis growth: growth inhibition of non-replicating M. tuberculosis (AID 488890). Mycobacterium tuberculosis non-replicating, growth inhibition; higher % means a stronger effect. inhibition, % at 25 µM; hits with a dose series show IC50 in µM. 320,000 tested, 0.39% active; in the data active = a potency from the dose series; inconclusive = inhibition mostly from about 82% at the one dose, without a potency; inactive = the rest, 99 in 100 with inhibition below about 76%;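 also: plate controls were DMSO cells for no effect and high antibiotic wells for full effect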
inhibitors of VEEV: inhibitors of VEEV TC-83 cytopathic effect, confirmation, Vero cells (AID 588727); Vero cells, VEEV TC-83 cytopathic effect inhibition; higher % means a stronger effect; inhibition, % at 20 µM, or IC50 in µM where a hit was titrated; 350,000 tested, 0.13% active; in the data active = a potency from the dose series; inconclusive = inhibition mostly from about 14% at the one dose, without a potency; inactive = the rest, 99 in 100 with inhibition below about 12%; also: strong numbers were not always called active
inhibitors of VEEV 10K pilot screen: also measured in inhibitors of VEEV; calls as there; inhibition, %; measured here: 10K pilot screen inhibition
* marks the source's active call; other numbers are inactive results; i = inactive; u = inconclusive; x = not tested or not shown.

SMILES | PhoP GFP inhibition | M. tuberculosis HTS | influenza NS1A | tuberculosis growth | inhibitors of VEEV | others
COc1ccc(NC(=O)Nc2cccc(OC)c2)cc1 | 14% | 1% | 10% | 10% | 0.5%
COc1ccccc1NC(=O)Cn1c2ccc(F)cc2c2nc3n(c(=O)c21)CCS3 | 8% | 2% | -9% | 5% | 8.2%
COCCN(C(=S)Nc1cc(C)ccc1C)C(C)c1cccnc1 (stereo not given) | -3% | 0% | -3% | -4% | i
COc1ccccc1CCNC(=O)C1CCN(C(=O)/C=C/c2ccccc2)CC1 | 0% | -4% | -19% | 24% | 3.6%
Cc1ccc2nc(NC(=O)/C=C/c3ccc4c(c3)OCO4)sc2c1 | -5% | -10% | 11% | -10% | i
Cc1c(Cl)cnc(NC(=O)COC(=O)CCS(=O)(=O)c2ccccc2)c1Cl | -10% | -16% | 19% | -9% | 1.5%
Cc1noc(C)c1C(=O)Nc1sc2c(c1C(N)=O)CCCCC2 | -7% | -6% | 1% | -4% | 2.2%
O=C(NCc1ccccn1)Nc1ccc(F)cc1 | 2% | -1% | 4% | -11% | 1.9%
COc1ccc(S(=O)(=O)NNC(=O)Nc2ccc(C)cc2C)c(OC)c1 | -5% | 6% | -14% | -8% | 3.2%
Cc1ccsc1C(=O)N(CC(C)C)c1c(N)n(Cc2ccccc2)c(=O)[nH]c1=O | 1% | -9% | -5% | 22% | 5.4%

Some of these compounds in order of heavy-atom count, falling:
SMILES | PhoP GFP inhibition | M. tuberculosis HTS | influenza NS1A | tuberculosis growth | inhibitors of VEEV | others
COc1ccccc1NC(=O)Cn1c2ccc(F)cc2c2nc3n(c(=O)c21)CCS3 | 8% | 2% | -9% | 5% | 8.2%
Cc1ccsc1C(=O)N(CC(C)C)c1c(N)n(Cc2ccccc2)c(=O)[nH]c1=O | 1% | -9% | -5% | 22% | 5.4%
Cc1c(Cl)cnc(NC(=O)COC(=O)CCS(=O)(=O)c2ccccc2)c1Cl | -10% | -16% | 19% | -9% | 1.5%
COc1ccc(S(=O)(=O)NNC(=O)Nc2ccc(C)cc2C)c(OC)c1 | -5% | 6% | -14% | -8% | 3.2%
COCCN(C(=S)Nc1cc(C)ccc1C)C(C)c1cccnc1 (stereo not given) | -3% | 0% | -3% | -4% | i
Cc1noc(C)c1C(=O)Nc1sc2c(c1C(N)=O)CCCCC2 | -7% | -6% | 1% | -4% | 2.2%
COc1ccc(NC(=O)Nc2cccc(OC)c2)cc1 | 14% | 1% | 10% | 10% | 0.5%
O=C(NCc1ccccn1)Nc1ccc(F)cc1 | 2% | -1% | 4% | -11% | 1.9%

Quoted at random: 2 compounds from above, in no set order.
SMILES | PhoP GFP inhibition | M. tuberculosis HTS | influenza NS1A | tuberculosis growth | inhibitors of VEEV | others
COc1ccc(S(=O)(=O)NNC(=O)Nc2ccc(C)cc2C)c(OC)c1 | -5% | 6% | -14% | -8% | 3.2%
Cc1noc(C)c1C(=O)Nc1sc2c(c1C(N)=O)CCCCC2 | -7% | -6% | 1% | -4% | 2.2%

(next part)
SMILES | PhoP GFP inhibition | M. tuberculosis HTS | influenza NS1A | tuberculosis growth | inhibitors of VEEV | others
COc1ccc(N2CCN(C(=O)c3ccc(C)c(NC(=O)C4=C(C)OCCS4)c3)CC2)cc1 | 5% | 7% | 5% | 12% | 3.9%
Cc1ccc(NC(=S)NNC(=O)C2CC2c2ccc(C)cc2)cc1 (stereo not given) | -8% | -7% | 1% | u | 2.2%
CCCCNC(=O)c1ccc(NS(=O)(=O)c2ccccc2)cc1 | 3% | 2% | -12% | -2% | 1.7%
CN(C)c1ccc(-c2nc3ccccc3n2C)cc1 | -12% | -4% | 0% | 31% | 0.1%
COC(=O)c1ccc(C(=O)NC2CCCc3c2cnn3-c2ccccc2F)nc1 (stereo not given) | 3% | u | -1% | u | i
CCc1cccc2c(C(=O)COC(=O)c3ccc(O)cc3)c[nH]c12 | -22% | -6% | 1% | 2% | 2.1% | inhibitors of VEEV 10K pilot screen=4.8
CCc1ccc(C(=O)N/N=C(\C)c2ccncc2)s1 | 3% | 0% | -3% | 13% | 1.1%
O=C(CNC(=O)c1ccccc1F)NCCOc1cccc(Cl)c1Cl | -6% | 6% | 6% | -1% | 2.5%
Cc1ccc(S(=O)(=O)/N=c2\sccn2C)cc1 | -1% | 0% | -4% | -1% | 0.2%
Cn1nc(C(=O)NNC(=O)CCOc2ccc(C(C)(C)C)cc2)c2ccccc2c1=O | x | 0% | -19% | -13% | 5.5%
COc1ccc(Cc2nnc(N=Nc3c(O)[nH]c4ccc(Br)cc34)[nH]c2=O)cc1 | -4% | 50% | 1% | 67% | 2.7%
Cc1ccc(S(=O)(=O)N2CCN(C(=O)COC(=O)c3ccc(O)cc3)CC2)c(C)c1 | 3% | -4% | 2% | 8% | 4.4%
CC(C)N=C(NC#N)SCc1ccc(F)cc1 | -1% | -1% | -2% | -13% | i
CCCOC1CCCN(C(=O)c2cc(Cl)c(Cl)cc2C(=O)O)C1 (stereo not given) | 1% | 1% | 7% | 1% | 1.8%
Cc1ccc(C(=O)NCC(=O)Nc2ccc(F)c(F)c2F)cc1 | 4% | 7% | -17% | x | 8.7%
CCOc1ccc(N=c2scc(-c3ccccc3)n2CCO)cc1 | -2% | 98% | 20% | 19% | 2.6%
CCOc1ccc(N2CC(C(=O)Nc3ccccc3OC)CC2=O)cc1 (stereo not given) | 15% | 6% | 11% | 38% | i
COC(=O)c1ccccc1NC(=O)CN1C(=O)c2ccccc2S1(=O)=O | -10% | -6% | -6% | -3% | 0.7%
Cc1ccc(S(=O)(=O)N2CCOCC2)cc1C(=O)Nc1nc(-c2cccnc2)cs1 | -1% | -1% | -8% | -1% | 0.1%
Cc1ccc(S(=O)(=O)N2CCN(C(=O)C3CC(=O)N(c4ccc5c(c4)OCCO5)C3)CC2)cc1 (stereo not given) | x | 3% | -7% | 14% | 2.8%
COc1cc(/C=N\NC(=O)c2ccc(-c3ccccc3)cc2)cc(OC)c1O | -6% | 3% | -4% | 14% | 0.6%
COc1cccc(CNC(=O)CN(c2cc(C)cc(C)c2)S(=O)(=O)c2c(C)noc2C)c1 | 5% | -6% | -12% | x | 5.2%
Cc1ncc([N+](=O)[O-])n1CC(O)CCl (stereo not given) | -5% | -8% | 3% | -6% | 0.3%
Cc1ccccc1C(=O)Nc1scc(-c2ccc(Br)cc2)c1C(=O)O | -5% | 2% | -6% | 67% | 2.4%
CCc1cccc(C)c1NC(=S)N(CCN(C)C)Cc1cccs1 | -8% | 2% | 8% | 14% | i
CC(=O)c1ccc(NC(=O)C2CCCO2)cc1 (stereo not given) | -2% | 1% | -4% | 24% | 0.6%
COc1ccc(CC(=O)NCCCCc2ccccc2)cc1OC | 3% | -12% | 2% | 32% | i
O=C(O)c1cccc(NC(=O)c2ccc3c(c2)C(=O)N(C2CCCCC2)C3=O)c1 | -9% | -1% | -10% | -1% | 1.9%
COc1ccc(NS(=O)(=O)c2cc(NS(=O)(=O)c3cc(C(=O)O)ccc3OC)ccc2C)cc1 | x | x | -3% | x | 1.5%
CC1=NNC(=O)C(CC(=O)Nc2ccc(Cl)c(Cl)c2)C1 (stereo not given) | -9% | -3% | -7% | -4% | i
CCOc1cccc2cc(C(=O)NCCC3=CCCCC3)c(=O)oc12 | 12% | 1% | -9% | 58% | 1.3%
CCOc1ccc(S(=O)(=O)N(CC(=O)Nc2cccnc2)c2ccc(F)cc2)cc1 | -4% | -6% | 11% | 15% | 6.5%
NNC(=O)CCCNc1ncc(C(F)(F)F)cc1Cl | 5% | 2% | 3% | 6% | 1.9%
CC1CCCC(NC(=O)CSc2ccc(F)cc2)C1C (stereo not given) | -11% | 9% | -15% | 17% | 1.6%
O=C(Nc1ccccc1F)c1ccc(OCc2ccccc2)cc1 | -3% | -5% | -2% | 43% | 0.4%
CC1CCCC(NC(=O)CSC2CCCCC2)C1C (stereo not given) | 10% | 3% | 4% | 21% | 0.5%
C[n+]1c(-c2ccccc2)sc2ccccc21 | 0% | 3% | -3% | 21% | 1.8%
COc1ccc(C(=O)NC2CCc3ccccc32)cc1OC1CCN(C(C)C)CC1 (stereo not given) | -11% | 5% | -6% | 7% | 0.4%
Cc1cc(C)c2cc(CN(Cc3nnnn3Cc3ccc(F)cc3)C3CCCC3)c(=O)[nH]c2c1 | 2% | 0% | 6% | 33% | 3.1%
O=C(Cc1ccccc1)NCC1OCCc2ccccc21 (stereo not given) | -23% | 10% | -7% | 1% | 0.9%
CC(C)OC(=O)CCNc1n[nH]c(=O)[nH]c1=O | 22% | 1% | 11% | 30% | 2.1%
CC(C)CC(=O)Nc1c2c(nn1-c1ccc(F)cc1)CS(=O)(=O)C2 | -6% | -14% | -6% | -12% | 0.6%
COc1cc(CNC(=O)c2cccc(COc3ccc(Cl)cc3)c2)cc(OC)c1 | -11% | 3% | 5% | 31% | 5.1%
CCOC(=O)CC(=O)CSc1nc2c(c(C)c1C#N)CCC2 | -5% | 13% | -9% | 3% | 4.1%
O=C(COC(=O)/C=C/c1ccco1)NCc1ccc2c(c1)OCO2 | 2% | 1% | 5% | 28% | i
Cc1ccc(C(C)C)c(OCC(=O)NC(=S)Nc2ccccc2N2CCOCC2)c1 | -4% | -16% | -7% | 0% | 2.2%
CC(=O)c1ccc(N2CCN(C(=O)C3CCN(S(=O)(=O)c4ccc5c(c4)CC(C)N5C(C)=O)CC3)CC2)cc1 (stereo not given) | 1% | -1% | 3% | -18% | 2.2%
Cc1c(C(O)CN2CCC(C(N)=O)CC2)c2ccccc2n1C (stereo not given) | 9% | 2% | -10% | 35% | 2.7%
COc1cc(CN2CCN(C3CCC3)CC2CCO)cc(OC)c1 (stereo not given) | 0% | -11% | -7% | -8% | i
O=C(CN1N=C(c2ccc(Cl)cc2)CCC1=O)NCc1cccnc1 | -8% | -1% | -4% | 25% | i

Later entries.
SMILES | PhoP GFP inhibition | M. tuberculosis HTS | influenza NS1A | tuberculosis growth | inhibitors of VEEV | others
COc1ccc(NC(=O)Cn2c(-c3ccc(OC)cc3)cn(-c3ccc(C)cc3)c2=O)cc1 | 5% | 2% | 8% | 15% | 1.6%
COc1cccc(CC2(CO)CCCN(Cc3cn[nH]c3C3CCCCC3)C2)c1 (stereo not given) | 10% | 6% | 4% | 25% | 0.3%
COc1ccc(NC(=O)COC(=O)Cc2c(F)cccc2Cl)cc1 | 1% | 11% | 7% | 72% | i
CCC(C)(C)NC(=O)C(c1cccn1C)N(Cc1ccc(C)cc1)C(=O)Cn1nnc2ccccc21 (stereo not given) | -5% | -2% | 0% | -15% | 1.0%
COc1ccc(C(C(=O)NCC2CCCO2)N(C(=O)c2snc(C(N)=O)c2N)c2ccc(C)cc2)cc1OC (stereo not given) | x | x | 2% | x | i
COc1ccc(C(=O)N(c2ccc(C)cc2)C2C=CS(=O)(=O)C2)cc1OC (stereo not given) | 4% | 1% | 10% | -3% | 0.1%
CC1(c2ccccc2)NC(=O)N(CC(=O)Nc2ccccc2C(=O)N2CCCCC2)C1=O (stereo not given) | -4% | -5% | -2% | -9% | i
COc1ccc(CNC(=O)C2CCN(C(=O)N3CCOc4ccc(C)cc43)CC2)cc1 | 1% | -2% | -15% | 23% | 3.4%
COc1ccccc1NC(=O)C1=C(C)NC(=O)NC1c1ccc(C)s1 (stereo not given) | -4% | 1% | -8% | 10% | 6.7%
Cc1cccc(NC(=O)c2cccc(NC(=O)c3ccco3)c2)c1C | 3% | 1% | 1% | 1% | 1.2%
CN(CC(=O)NCCc1ccc(F)cc1)Cc1cccc(Cl)c1 | 6% | -2% | -6% | 36% | i
CC1=C(C(=O)Nc2ccccc2C(=O)NC2CCCCC2)SCCO1 | -2% | 5% | -9% | 1% | 1.3%
CCc1ccc(NC(=S)N2CCC(NC(=O)c3ccccc3OC)CC2)cc1 | 0% | -2% | 6% | 9% | 5.6%
O=C(N/N=C\c1cccnc1)c1ccc(Br)s1 | -2% | -11% | 1% | 14% | 5.0%
CC(=O)Nc1cccc(C(=O)NC(C)c2ccc(-n3ccnc3)cc2)c1 (stereo not given) | -12% | -10% | -3% | -12% | 0.9%
CC(C)[C@H](NC(=O)NCc1ccc(F)cc1)C(=O)O | 3% | 7% | 14% | -8% | i
CCCSc1nnc(CSc2nc(C)cc(C)n2)n1C | 1% | -4% | 4% | -10% | i
CCOC(=O)C(CSCC(=O)c1ccc(Cl)cc1Cl)NC(=O)OC(C)(C)C (stereo not given) | -1% | 6% | -6% | 37% | 1.1%
CN(C)S(=O)(=O)c1ccc(NC(=O)C2CCCN(C(=O)c3ccc(Cl)cc3)C2)cc1 (stereo not given) | -1% | -12% | 3% | 26% | 0.6%
COc1ccc(NC(=O)CCNC(=O)Cn2ccc3ccccc3c2=O)cc1OC | 9% | -7% | -5% | 4% | 1.0%
